GLS inhibitor = inhibitors of human glutaminase (GLS); O94925; GLS enzymatic activity, qHTS titration; Potency, µM (titrated, usually from 45.5 µM), inactives show top-dose activity change, negative = inhibition, most hits filed as inhibitors; 410,000 compounds, 0.21% hits; note: potency is the fitted concentration of half-maximal effect; % is set by controls: 0 for no effect and ±100 for the full control effect
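hKGA in 45 mM KH2PO4 pH 8.2, 0.02% Tween-20 with pin-transferred compounds; 1 mM L-glutamine (stock) plus glutamate oxidase/HRP/Amplex Red coupling added. Fluorescence read initially and after 30 min at RT.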
BAZ2B block = inhibitors of human BAZ2B bromodomain | Q9UIF8 | AlphaScreen BAZ2B-H3K14Ac peptide displacement | Potency, µM (titrated, usually from 114 µM), for the others: at the top dose activity change, negative = inhibition, most hits filed as inhibitors | 360,000 compounds, 4.4% hits; note: potency is the fitted concentration of half-maximal effect; % is set by controls: 0 for no effect and ±100 for the full control effect; nearly all actives have a fitted effect of over 60% in size
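Multi-concentration screen (max 110 uM) measuring displacement of acetylated histone H3 peptide from BAZ2B by AlphaScreen, using 50 nM protein, 50 nM peptide and 10 ug/mL streptavidin donor plus Ni-chelate acceptor beads.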
JMJD2A Tudor inh = blocks the human JMJD2A Tudor domain. O75164. AlphaScreen JMJD2A-Tudor / H3K4me3 peptide binding. Potency, µM (series often up to 114 µM), for the others: at the top dose activity change, negative = inhibition, usual class: inhibitors. 390,000 compounds, 4.4% hits; note: potency is the fitted concentration of half-maximal effect; % is set by controls: 0 for no effect and ±100 for the full control effect; nearly all actives have a fitted effect of over 50% in size
ALOX12 inh = ALOX12 (human) lipoxygenase inhibition. P18054. purified 12hLO, xylenol orange hydroperoxide absorbance. Potency, µM (top dose mostly 108 µM), for inactives: at the highest dose activity change, negative = inhibition, most hits filed as inhibitors. 580,000 compounds, 1.1% hits; note: potency is the fitted concentration of half-maximal effect; % is set by controls: 0 for no effect and ±100 for the full control effect
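Hydroperoxide product was detected by ferrous iron/xylenol orange as the 573 to 405 nm absorbance ratio. Arachidonic acid at 40 uM (final) was turned over for 30 min at room temperature by 150 nM human 12hLO, pH 7.0 Hepes buffer, after 15 min compound preincubation.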
ERG-DNA inh = inhibitors of human ERG Ets domain-DNA interaction; P11308; Potency, µM (series often up to 76.9 µM), for inactives: at the highest dose FP activity, negative = inhibition, most hits filed as inhibitors; 370,000 compounds, 0.028% hits; fluorescence polarization, His-ERG Ets domain / labelled DNA; active = well fitted inhibition curve with a large enough effect in the polarisation, with a control signal flat; inconclusive = small, poorly fitted or top-dose-only effect, or effect the other way, or a change in a side signal; inactive = no such curve, though single readings can be large or run the other way; the % refers to the polarisation;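 note: polarization taken with two DNA probes labelled with fluorescein and Texas red; potency is the fitted concentration of half-maximal effect; % of control where 0% means no effect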
Target sequence (P11308 whole entry, looked up, the tested form may be a part): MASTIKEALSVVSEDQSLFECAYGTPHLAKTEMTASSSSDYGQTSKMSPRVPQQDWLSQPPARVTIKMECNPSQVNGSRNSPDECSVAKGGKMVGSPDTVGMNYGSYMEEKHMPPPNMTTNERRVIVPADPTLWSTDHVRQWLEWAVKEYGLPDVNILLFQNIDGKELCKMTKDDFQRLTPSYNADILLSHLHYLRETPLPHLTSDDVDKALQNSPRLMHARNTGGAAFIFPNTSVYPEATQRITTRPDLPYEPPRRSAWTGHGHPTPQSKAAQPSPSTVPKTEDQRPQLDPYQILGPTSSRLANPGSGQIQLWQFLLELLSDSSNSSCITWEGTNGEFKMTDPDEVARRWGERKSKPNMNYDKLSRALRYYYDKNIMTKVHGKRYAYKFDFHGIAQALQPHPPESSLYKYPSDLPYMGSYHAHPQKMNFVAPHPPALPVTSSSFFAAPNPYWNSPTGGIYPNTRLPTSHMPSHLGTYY
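His-tagged ERG Ets domain (1 uM in the protein solution; 300mM KCl, 50mM Tris-HCl, 1mM EDTA, 1mM DTT, pH 7.5) received compound, then a probe mix of 5 nM fluorescein-DNA and 100nM Texas-615-DNA. Fluorescence polarization was read for both dyes.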
HP1b binding inh = blocks HP1-beta chromodomain binding to methylated histone tails. AlphaScreen HP1-beta / biotin-H3K9me3 peptide binding. AID 540317. Potency, µM (doses to about 114 µM), for inactives: top-dose activity change, negative = inhibition, actives largely listed as inhibitors. 390,000 compounds, 0.56% hits. P83916; note: potency is the fitted concentration of half-maximal effect; nearly all actives have a fitted effect of over 70% in size; inactives centre near 23
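Compound inhibition of the preformed complex between 50 nM HP1-beta and 50 nM biotinylated H3K9me3 peptide was read by AlphaScreen. Buffer was PBS pH 7.4 with 0.01% Tween-20. Incubations ran 30 min at room temperature, with 10 ug/mL donor/acceptor beads.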
PI4K2A inh = inhibitors of human PI4K2A | purified PI4K2A, ADP-Glo luminescence, 1 h; stronger effect = lower value | activity change, negative = inhibition, % at 76.9 µM | 420,000 compounds, 0.13% hits | Q9BTU6 | AID 1346378; in the data active = activity change below about -50%; inconclusive = mostly about -30% to -49%;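 note: -100% = wells without enzyme as full effect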
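Compounds are screened against recombinant PI4K2A using PI as substrate and ATP, the latter dispensed at 300 microM. Reactions run one hour at ambient temperature before ADP-Glo detection; full inhibition defined by wells lacking enzyme.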
G9a block = blocks human histone lysine methyltransferase G9a; Q96KQ7; G9a H3K9 monomethylation, AlphaScreen, 2 h; Potency, µM (doses to about 102 µM), for the others: at the highest dose activity, negative = inhibition, actives largely listed as inhibitors; 350,000 compounds, 8.8% hits; note: potency is the fitted concentration of half-maximal effect; % is set by controls: 0 for no effect and ±100 for the full control effect; nearly all actives have a fitted effect of over 75% in size
Target sequence (Q96KQ7 913-1193 limits assumed): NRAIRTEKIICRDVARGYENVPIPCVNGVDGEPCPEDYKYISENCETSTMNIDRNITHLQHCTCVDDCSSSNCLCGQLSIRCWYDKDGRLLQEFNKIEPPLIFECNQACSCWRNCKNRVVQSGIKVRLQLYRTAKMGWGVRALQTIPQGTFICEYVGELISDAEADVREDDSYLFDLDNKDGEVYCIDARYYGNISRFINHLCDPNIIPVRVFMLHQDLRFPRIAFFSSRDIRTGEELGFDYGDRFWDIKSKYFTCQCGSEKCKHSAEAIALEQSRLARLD
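AlphaScreen detection with an anti-monomethyl H3K9 antibody quantified product after a 2 h room-temperature reaction containing 500 nM biotinylated H3K9 peptide, 20 µM SAM and 20 nM enzyme, which had been preincubated 15 min with compound.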
RGS4 inhibitor = human RGS4 inhibition | P49798 | Transcreener GDP fluorescence polarization, RGS4-accelerated GTP hydrolysis | Potency, µM (titrated, usually from 114 µM), without a hit: at the highest dose activity change, negative = inhibition, actives largely listed as inhibitors | 390,000 compounds, 0.039% hits | AID 504845; note: potency is the fitted concentration of half-maximal effect; % is set by controls: 0 for no effect and ±100 for the full control effect; nearly all actives have a fitted effect of over 75% in size; some results filed as inactive show a strong effect at the top dose
Target sequence (P49798 whole entry, looked up): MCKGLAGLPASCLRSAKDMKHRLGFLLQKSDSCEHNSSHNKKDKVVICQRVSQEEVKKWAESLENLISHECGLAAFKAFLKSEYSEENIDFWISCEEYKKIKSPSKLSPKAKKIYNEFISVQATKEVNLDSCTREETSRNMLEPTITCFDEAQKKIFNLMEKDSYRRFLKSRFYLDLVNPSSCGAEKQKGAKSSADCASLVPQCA
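MLSMR compounds (23 nl, pin-transferred) preincubated 10 min at room temperature with a 500nM (2x) first reagent, then RGS4 at 900nM (2x) plus Transcreener GDP mix added; fluorescence polarization (620/688 nm) read before and after 90 min at 30 °C.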
Active calls of the source: *; ? = inconclusive; nt = no result given; & = joins results of further samples; ! = not active in a repeat; [ ] = another dose, or the depositor's remark. Unless noted, calls come from the whole dose curve; as a rule, active = well fitted curve in the direction sought with a large enough effect; inconclusive = small, poorly fitted or top-dose-only effect, or another doubt; inactive = no such curve, though single readings can be large; an effect the other way counts as inactive or inconclusive. Some of the compounds tested; the hit share may differ from the screen's.

SMILES	GLS inhibitor	BAZ2B block	JMJD2A Tudor inh	ALOX12 inh	ERG-DNA inh	HP1b binding inh	PI4K2A inh	G9a block	RGS4 inhibitor
CC(=O)NC(CC(C)C)C(=O)NC(Cc1ccccc1)C(=O)CCl (stereo not drawn)	-1%	nt	-2%	?	-20%	58%[activator]	1	nt	-10%
Cn1cc(CCC(=O)NCc2ccc3c(c2)OCO3)c2ccccc21	15%	4%	-30%	-1%	3%	-5%	3	25µM*	-26%
Cc1ccc(C(=O)O)cc1[N+](=O)[O-]	-11%	-4%	-17%	-2%	8%	51%[activator]	-2	-10%[0.501 µM]	-5%
Cc1oc(-c2cccc(Cl)c2)nc1CN1CCC(C(=O)NC2CC2)CC1	1%	1%	-22%	-5%	4%	-19%	1	11%[59 µM]	-48%[56.9 µM]
CC1CCCCN1C(=O)CCn1c(=O)oc2ccccc21 (stereo not drawn)	-7%	0%	-11%	1%	7%	47%[activator]	-1	30%	-9%
Brc1csc2ncccc12	1%	-7%	7%	9%	2%	7%	-1	-19%	8%
COc1cccc(NC(=O)CN(c2cccc(OC)c2)S(C)(=O)=O)c1	-2%	-18%	-1%	2%	-10%	65%[activator]	-3	-1%	-11%
CC1(C)Cc2c(c(N3CCCCC3)[nH]c(=S)c2C#N)CS1	5%	5%	-18%	344%[activator]	2%	27%	-1	2%[59 µM]	-9%
Oc1ccc(-c2nccc(-c3cccs3)n2)cc1	0%	-5%	-12%	?	-13%	27%	4	-9%	40%
O=C(CNS(=O)(=O)c1ccccc1)OCC(=O)c1ccc(F)cc1	9%	15%	4%	8%	17%	28%	-11	24%	0%
CN(C)CCOC1c2ccccc2CCc2ccc3ccccc3c21 (stereo not drawn)	2%	nt	32µM*	-115%	-5%	?	-24	nt	20%
CC(C)c1ccc(C2c3c(-c4ccccc4O)n[nH]c3C(=O)N2Cc2ccncc2)cc1 (stereo not drawn)	10%	-4%	-30%	-16%	-3%	53%[activator]	-4	5%[59 µM]	-11%
COc1ccc(Cl)cc1NC(=O)NCc1noc2ccccc12	-8%	-7%	-18%	-1%	-4%	8%	-3	-7%[59 µM]	-16%
CNCCCc1[nH]nc(N)c1C#N	12%	25%	-16%	12%	3%	9%	4	?	10%
Cc1cc(C(=O)NC2CCCc3c2cnn3-c2ccc(C)c(C)c2)nc(C)n1 (stereo not drawn)	-3%	-30%	-8%	0%	7%	34%	-1	28%	-12%
CC1(C)CC2(CC(C)(C)N1)OC(=O)N1CCc3ccccc3C12C (stereo not drawn)	-1%	3%	1%	432%[activator]	11%	40%[activator]	-4	-36%	-1%
Cn1c(=O)c2[nH]c(NN=Cc3cccc(Br)c3)nc2n(C)c1=O	3%	nt	-26%	-2%	4%	0%[57 µM]	6	nt	-7%
CCOc1ccccc1NC(=O)Cn1cnc2sc(C)c(S(=O)(=O)N3CCC(C)CC3)c2c1=O	-7%	3%	-5%	-22%	0%	32%	4	2%[59 µM]	-17%
O=C(c1cc(COc2ccc(F)cc2F)on1)N1CCN(C2CCCC2)C(=O)C1	0%	-12%	-4%	-6%	-1%	29%	-3	-10%	0%
O=C1CC(c2ccccc2)C(C(=O)O)N1 (stereo not drawn)	-2%	-1%	-11%	-7%	-9%	70%[activator]	0	12%	-8%
O=C1CC(N2CCOCC2)C(=O)N1c1cccc(Cl)c1 (stereo not drawn)	0%	9%	-7%	-20%	6%	56%[activator]	1	45µM*	-42%
COc1ccc(CNC(=O)c2cc3c(s2)CS(=O)C3)cc1 (stereo not drawn)	0%	-2%	-19%	-13%	-11%	17%	-5	-47%	0%
CCCCC(=O)Nc1ccc(NC(=O)c2cccnc2)cn1	2%	-4%	4%	220%[activator][57.4 µM]	-6%	23%	3	11%[12.7 µM]	-16%
COc1ncnc2sc(-c3ccccc3)cc12	0%	25%	21%	24%	-4%	65%[activator]	?	1%[59 µM]	-12%
Cc1nc(-c2ccc(Cl)cc2)sc1C1(C)CC(c2cccc([N+](=O)[O-])c2)=NO1 (stereo not drawn)	-1%	-26%	-29%	-2%	-3%	3%	-1	?	-10%
CCOC(=O)c1csc(CCNC(=O)c2oc3c(Cl)cc(C)cc3c2C)n1	-1%	-5%	-13%	-12%	-7%	10%	6	nt	13%
CC(=O)Nc1ccc(S(=O)(=O)N2CCCN(S(=O)(=O)c3ccc(C)cc3)CC2)cc1	-6%	8%	-5%	-13%	1%	21%	2	18%	-20%
NC(=O)[C@@H]1CCCNc2c(I)cc([N+](=O)[O-])cc2C(=O)N[C@@H](Cc2ccccc2)C(=O)N[C@@H](Cc2cnc[nH]2)C(=O)N1	-5%	50µM*	?	-16%	-2%	8%	-7	8.9µM*	?
COc1cccc(CC2(CO)CCCN(Cc3cn[nH]c3-c3ccc(F)cc3)C2)c1 (stereo not drawn)	2%	-37%	-22%	0%	6%	15%	6	?	7%
COC(=O)N/N=C/c1cn(CCCOc2ccc(C)cc2)c2ccccc12	17%	-2%	-46%	-10%	-7%	?	-4	23%[59 µM]	-13%
CC(=O)Nc1ccc(C(=O)NN2C(=O)NC3(CCCCC3)C2=O)cc1	-6%	12%	-17%	23%	0%	8%	-2	0%	0%
O=C(N/N=C/c1coc2ccccc2c1=O)c1cc(Br)c(O)c(Br)c1	-24%	-39%	-33%	0%	-11%	23%	1	50µM*	-10%
Cc1ccc(-c2csc(Nc3ccccn3)n2)cc1	-12%	?	-22%	-7%&-13%	2%	21%	-12	?	-19%
Cc1ccccc1C(=O)NCC(=O)O	8%	-38%	-1%	-10%	-1%	69%[activator]	0	-14%[59 µM]	-27%[56.9 µM]
CN(C)Cc1ccccc1Cc1ccccc1	14%	0%	-1%	14%	-5%	18%	-2	-3%[59 µM]	5%
COc1ccc(OC)c(NC(=O)Cn2c(=O)n(-c3cccc(C)c3)c(=O)c3c2c2cc(C)ccc2n3C)c1	14%	5%	-12%	?	-14%	21%	-2	4%[59 µM]	15%

Filtered by structure, the compounds so far with a COOH group (3)
SMILES	GLS inhibitor	BAZ2B block	JMJD2A Tudor inh	ALOX12 inh	ERG-DNA inh	HP1b binding inh	PI4K2A inh	G9a block	RGS4 inhibitor
Cc1ccc(C(=O)O)cc1[N+](=O)[O-]	-11%	-4%	-17%	-2%	8%	51%[activator]	-2	-10%[0.501 µM]	-5%
O=C1CC(c2ccccc2)C(C(=O)O)N1 (stereo not drawn)	-2%	-1%	-11%	-7%	-9%	70%[activator]	0	12%	-8%
Cc1ccccc1C(=O)NCC(=O)O	8%	-38%	-1%	-10%	-1%	69%[activator]	0	-14%[59 µM]	-27%[56.9 µM]

More compounds.
SMILES	GLS inhibitor	BAZ2B block	JMJD2A Tudor inh	ALOX12 inh	ERG-DNA inh	HP1b binding inh	PI4K2A inh	G9a block	RGS4 inhibitor
COc1ccc(N2CCN(Cc3cc4c(cc3Br)OCCO4)CC2)cc1	-3%	13µM*	22µM*	0%	-10%	?	0	28µM*	-24%
COc1cc(C2C(C#N)=C(N)N(Nc3ccccc3)C3=C2C(=O)CC(C)(C)C3)ccc1OCc1cccc(F)c1 (stereo not drawn)	3%	-31%	?	-21%	13%	12%	-14	9%	-6%
O=C(O)c1cccc2c1C(=O)N(CC1CCCO1)C2 (stereo not drawn)	0%	?	-6%	-6%	-9%	15%	-3	5%[12.7 µM]	-5%
CCc1cccc2c(C=C(C#N)C#N)cn(CC(=O)N3CCCCCC3)c12	-3%	1%	0%	2%[57.4 µM]	nt	2%	1	40%	-3%
CC(=O)c1ccc(NC(=O)c2ccc(CNc3c(N4CCCC4)c(=O)c3=O)cc2)cc1	8%	-2%	-11%	3%	9%	19%	-4	5%	-23%[56.9 µM]
Cc1ccc(NC(=O)c2oc3ccc(Br)cc3c2C)cc1S(=O)(=O)N1CCOCC1	-1%	nt	-7%	-11%	nt	27%	-3	nt	-15%
COc1ccccc1CNC(=O)COC(=O)Cc1cccs1	-1%	-8%	-10%	0%	1%	17%	2	9%	7%
N=c1n(CCN2CCCCC2)c2ccccc2n1CC(O)c1ccco1 (stereo not drawn)	-7%	-17%	-8%	-2%	8%	3%	6	nt	-20%
COc1ccc(OCC(O)CNC(=O)c2ccccc2C(=O)O)cc1 (stereo not drawn)	9%	0%	?	-20%	2%	11%	-11	23%	-40%
CCCC(=O)Nc1c(-c2cccc(OC)c2)c(=O)c2ccccc2n1C	13%	-3%	-14%	22%	-4%	38%	-1	13%	14%
C/C(CC(=O)N1CCN(C=O)CC1)=N\NC(=O)c1cc2ccccc2cc1O	-11%	-6%	-34%	?	nt	8%	-14	?	-1%
Oc1ccc(Br)cc1CNn1cnnc1	36%[activator]	-13%	-22%	0%	9%	-31%	-8	0%	0%
CC(C)(C)OC(=O)NCCCC[C@H](NC(=O)c1nc[nH]c1C(=O)N1CCN(C(=O)OC(C)(C)C)CC1)C(=O)OC(C)(C)C	1%	-2%	-18%	-1%	-7%	43%[activator]	-1	?	3%
O=C(O)c1ccccc1SC1CC(=O)N(c2ccccc2)C1=O (stereo not drawn)	14%	-20%	?	-9%	nt	18%	4	?	-24%
CCN(CC)C(=O)N1CCN(C)CC1	3%	?	56µM*	4%	9%	-19%	0&2	14µM*!	4%
